# SW480 rerep – inducers of DNA re-replication in SW480 colon cancer cells. SW480 DNA re-replication, Hoechst DNA content imaging, 48 h. 340,000 compounds, 1.8% hits. Potency, µM (series often up to 46.1 µM), inactives show at the highest dose re-replication activation, actives largely listed as activators; note: potency is the fitted concentration of half-maximal effect; % of control where 0% means no effect; nearly all actives have a fitted effect of over 55% in size
#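 250 cells/well; 23 nL cpd via pin tool; 48 hr, 37 C, 5% CO2; Hoechst 40 min; imager read of total nuclear intensity, ex 405/em 500-530 nm.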
# ATXN2 expr inh – ATXN2 expression inhibition. HEK-293 ATXN2-luciferase reporter, luminescence, 24 h. Potency, µM (titrated, usually from 57 µM), without a hit: at the highest dose activity change, negative = inhibition, most hits filed as inhibitors. 360,000 compounds, 0.72% hits. AID 1745845; note: potency is the fitted concentration of half-maximal effect; % is set by controls: 0 for no effect and ±100 for the full control effect; nearly all actives have a fitted effect of over 55% in size
#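 ATXN2-luciferase reporter cells (luciferase flanked by upstream and downstream ATXN2 gene portions) were treated 24 h at 37 °C with compounds at up to 57 uM. SteadyGlo luminescence gave expression; GF-AFC fluorescence gave viability.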
# WRN helicase inh – blocks human WRN helicase | Potency, µM (series often up to 114 µM), without a hit: top-dose activity change, negative = inhibition, usual class: inhibitors | 360,000 compounds, 0.46% hits | WRN helicase unwinding, fluorescent forked duplex, kinetic | Q14191 | AID 651768; note: potency is the fitted concentration of half-maximal effect; % is set by controls: 0 for no effect and ±100 for the full control effect; nearly all actives have a fitted effect of over 55% in size
#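 Kinetic red-fluorescence monitoring (525/598 nm) tracks WRN helicase activity after 100 nM fluorophore-quencher forked duplex and 2 mM ATP are added to 20 nM enzyme pretreated 15 min at room temperature with compound.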
# MCF10A rereplic – DNA re-replication induction in MCF 10a cells; MCF 10A DNA re-replication, Hoechst nuclear intensity, 48 h; Potency, µM (highest dose often 46.1 µM), for inactives: at the top dose activity, positive = re-replication, hits mostly activators; 350,000 compounds, 2.9% hits; AID 624296; note: potency is the fitted concentration of half-maximal effect; % of control where 0% means no effect; nearly all actives have a fitted effect of over 50% in size
# KB-V1 MDR tox – KB-V1 MDR subline cytotoxicity; KB-V1 MDR cells viability, CellTiter-Glo, 72 h; Potency, µM (series often up to 46.1 µM), inactives show at the top dose activity change, negative = cytotoxicity, usual class: cytotoxic; 400,000 compounds, 3.4% hits; AID 1347076; note: potency is the fitted concentration of half-maximal effect; % is set by controls: 0 for no effect and ±100 for the full control effect; nearly all actives have a fitted effect of over 60% in size
#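 Compound-treated KB-V1 multidrug-resistant cells, 72 h, 37 degrees C; viability by CellTiter-Glo. Fitted qHTS curves give the values.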
# HT1080 IDH1KD tx – toxicity to HT-1080 IDH1 knockdown cells (counter line); HT-1080 IDH1 knockdown viability, ATP luminescence, 48 h; Potency, µM (highest dose often 46.1 µM), without a hit: at the highest dose activity, negative = toxicity, hits mostly cytotoxic; 360,000 compounds, 2% hits; AID 686971;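 note: potency is the fitted concentration of half-maximal effect; 0% = DMSO wells and -100% = cell-free medium wells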
#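 Using the IDH1-knockdown HT-1080 line run in the same batch and compound series as the NT line, viability after 48 h at 37 °C was determined by CellTiter-Glo luminescence and expressed as % activity.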
# HT1080NT lethal – kills 2HG-producing HT-1080-NT fibrosarcoma cells; HT-1080-NT fibrosarcoma viability, CellTiter-Glo ATP luminescence, 48 h; Potency, µM (series often up to 46.1 µM), for inactives: at the highest dose activity, negative = less viability, actives largely listed as cytotoxic; 360,000 compounds, 1.6% hits;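 note: NT is the 2HG producing partner of a matched IDH1 knockdown line; potency is the fitted concentration of half-maximal effect; 0% = DMSO-treated cells and -100% = media-only wells without cells; nearly all actives have a fitted effect of over 55% in size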
#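 Compounds were tested in concentration-response format on HT-1080-NT cells for 48 hours at 37 degrees C. Cell viability came from CellTiter-Glo luminescence; curves were classified by r2, response magnitude and activity.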
# KB-3-1 cytotox – kills parental KB-3-1 adenocarcinoma cells | KB-3-1 viability, CellTiter-Glo ATP luminescence, 72 h | Potency, µM (titrated, usually from 46.1 µM), without a hit: at the highest dose activity change, negative = cytotoxic, most hits filed as cytotoxic | 400,000 compounds, 1.4% hits | AID 1347075; note: potency is the fitted concentration of half-maximal effect; % is set by controls: 0 for no effect and ±100 for the full control effect; nearly all actives have a fitted effect of over 60% in size
#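 Parental KB-3-1 viability, qHTS format: 72 h compound exposure, 37 °C; CellTiter-Glo; media-only wells and DMSO plates as controls; concentration-effect fits on corrected data.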
# IL1B secr inh – inflammasome signaling inhibition, IL-1 beta readout; 360,000 compounds, 4.7% hits; activity change, % at 57.5 µM; AID 743279; THP-1 LPS/ATP IL-1B secretion, AlphaLISA, 16 h; hits give low values; in the data active = activity change below about -50%; inconclusive = mostly about -30% to -49%; note: % is set by controls: 0 for no effect and ±100 for the full control effect
#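 Secreted IL-1B measured by AlphaLISA bead assay after 16 h compound exposure of THP-1 cells; compounds (final up to 57.5 uM) added 1 h before LPS (250 ng/mL) and ATP (1.25 mM) stimulation; lower signal means less secretion.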
# Active calls of the source: *; ? = inconclusive; / = not tested or not shown; & = joins results of further samples; [ ] = dose if it differs, or a comment. Unless noted, calls come from the whole dose curve; as a rule, active = well fitted curve in the direction sought with a large enough effect; inconclusive = small, poorly fitted or top-dose-only effect, or another doubt; inactive = no such curve, though single readings can be large; an effect the other way counts as inactive or inconclusive. Compounds as they come; overall some 12% were active at least once.
# Order of results: SW480 rerep	ATXN2 expr inh	WRN helicase inh	MCF10A rereplic	KB-V1 MDR tox	HT1080 IDH1KD tx	HT1080NT lethal	KB-3-1 cytotox	IL1B secr inh
- CCN(CC(=O)Nc1c(F)cccc1F)C(=O)C1Cc2ccccc2CN1S(=O)(=O)CC (centres undefined)
  -2.1%	-7.6%	1.5%	-1.5%	-9.1%	-0.7%	1.7%	8.0%	-9.3
- Cc1cccc(/C=C2\Sc3ccc(C(=O)NCC4CCCO4)cc3N(C)C2=O)c1 (centres undefined)
  ?	-35.9%	-5.6%	94.8%	-12.4%	-3.7%	-2.1%	11.9%	-9.0
- O=C1[C@H](Cc2ccccc2)NCC=CC[C@@H](c2ccco2)N1Cc1ccccc1
  -7.7%	-12.0%	-6.9%	1.8%	-22.8%	-0.6%	-2.1%	1.7%	-4.2
- Cc1nc(-c2ccc(Cl)cc2)sc1C(=O)NNC(=O)C(C)C
  0.7%	0.5%	10.0%	3.5%	12.7%	7.7%	7.4%	18.5%	81.0
- O=C(NCc1ccc(Cl)cc1)N1CCOCC1
  0.5%	-10.5%	5.8%	0.2%	-7.3%	-0.3%	5.1%	6.3%	22.0
- O=C(Nc1ccccc1Cl)O/N=C(/c1ccccc1)c1ccccn1
  3.2%	3.4%	-8.5%	-1.4%	-17.6%	-0.2%	1.5%	10.1%	3.1
- COC(=O)c1cc([N+](=O)[O-])c(-n2ccnc2)c([N+](=O)[O-])c1
  -7.1%	-6.9%	?	?	6.6%	13.0%	6.3%	0.0%	-23.7
- Cc1ccc(S(=O)(=O)N(C)c2ccc(OC(=O)c3ccc(N4CCCC4=O)cc3)cc2)cc1
  2.7%	6.7%	-25.0%	0.7%	3.3%	16.8%	5.5%	-2.7%	16.1
- COc1ccccc1N1CCN(Cc2cc(=O)oc3ccccc23)CC1
  /	1.2%	-4.4%	/	0.0%	1.2%	-3.4%	-9.7%	18.6
- COc1ccc(-c2nc(NC(=O)c3ccco3)sc2C)cc1
  /	/	-3.2%	/	?	-21.7%	-0.3%	-1.3%	2.8
- Cc1nnc(-c2cccc(Br)c2)c2cn(-c3ccccc3Cl)nc12
  -13.6%	-5.5%	12.7%	14.2%	?	-0.9%	4.2%	?	?
- CCOC(=O)c1[nH]c(C)c(C(=O)OCCN2C(=O)c3ccccc3C2=O)c1C
  -2.3%	-3.5%	-1.6%	6.7%	-8.1%	-6.1%	-14.9%	6.7%	53.6
- CCc1ccc(NC(=O)Cc2ccc(-n3cccc3)cc2)cc1
  -12.3%	3.6%	-6.7%	12.5%	?	6.5%	6.6%	6.9%	-21.5
- O=C(NC1CCS(=O)(=O)C1)C1CCCN(S(=O)(=O)c2ccc(Cl)cc2)C1 (centres undefined)
  -3.2%	-2.3%	-10.9%	-4.0%	0.8%	0.8%	2.5%	2.7%	16.8
- Cc1ccc(N(CC(O)CN2CCCC2)S(=O)(=O)c2ccc(C)cc2)cc1 (centres undefined)
  -4.7%	-0.8%	-11.3%	2.7%	-17.5%	8.5%	-5.1%	-2.9%	-19.7
- CC1(c2ccccc2)NC(=O)N(CC(=O)N2CCN(S(=O)(=O)c3c(F)cccc3F)CC2)C1=O (centres undefined)
  3.3%	0.8%	-10.9%	-1.3%	-12.1%	-2.7%	-7.4%	1.2%	7.3
- COc1cc(/C=N/n2c(-c3cc(C)[nH]n3)n[nH]c2=S)cc(OC)c1O
  -0.2%	-2.0%	-10.2%	7.6%	?	9.6%	-10.9%	11.8%	3.9
- O=C(Nc1ccc2nsnc2c1)C1CC1
  5.8%	-7.4%[11.3 µM]	-34.8%[57.1 µM]	-5.2%	0.3%	-11.6%	-6.4%	-1.1%	-28.8
- CCC(C)NC(=O)c1nn(C)c(=O)c2ccccc12 (centres undefined)
  ?	-12.9%	-4.9%	-6.6%	4.3%	2.6%	11.5%	-14.5%	0.0
- NC(=O)CSc1nnc(-c2ccc(S(=O)(=O)N3CCOCC3)cc2)n1CC1CCCO1 (centres undefined)
  -5.9%	3.6%	4.2%	-1.7%	0.0%	0.2%	7.3%	11.7%	-7.5
- Oc1[nH]c2ccccc2c1N=Nc1cccc(Cl)c1
  -16.2%	/	-2.2%	-13.0%	-9.8%	3.8%	0.7%	6.5%	30.3
- NNC(=O)c1ccncc1
  ?	11.8%&4.9%&4.6%	-2.3%	7.5%&7.0%	17.6%	-5.0%	-12.8%	-0.2%	2.2
- COc1cc(/C=C(\C#N)C(=O)Nc2cccc(C(=O)O)c2)ccc1OCc1ccc(F)cc1
  11.2%	44.5%[activator]	-0.1%[11.6 µM]	4.8%	8.8%	3.6%	-7.0%	4.7%	8.2
- COc1ccccc1CNC(=O)C(NS(=O)(=O)c1ccc2c(c1)OCCO2)C(C)C (centres undefined)
  -5.8%	2.0%	-18.1%	1.8%	0.0%	11.1%	7.5%	3.6%	14.9
- CCOC(=O)C1CCN(C(=O)c2sc3ncnc(N4CCC(C)CC4)c3c2C)CC1
  3.4%	-16.8%	-3.3%	?	-9.5%	-23.0%	-14.2%[9.24 µM]	-8.2%	-29.6
- CC(OC(=O)C1CCN(S(=O)(=O)c2ccccc2)CC1)C(=O)Nc1ncc(Cl)cc1Cl (centres undefined)
  -0.1%	-4.0%	-1.2%	-0.3%	-0.1%	2.2%	3.6%	13.0%	18.1
- O=C(c1cc(Br)c(Br)s1)N1CCOCC1
  3.3%	-2.3%	0.1%	-0.1%	?	1.7%	-1.1%	3.5%	-3.7
- Oc1ccc(/C=N/Nc2cccc3cccnc23)c(O)c1
  1.0%	74.0%[activator]	-5.9%[57.1 µM]	-1.1%	-3.1%	-14.0%[9.24 µM]	?	7.0%	-76.8*
- COc1cc(-c2nnc(SCC#CCO)o2)cc(OC)c1OC
  -14.8%	2.8%	2.8%	-3.2%	-2.4%	5.7%	0.5%	-1.4%	-13.9
- CC(=O)Nc1ccc(S(=O)(=O)C(C#N)c2nc3ccccc3nc2NCCCO)cc1 (centres undefined)
  -12.2%	-0.6%	-6.9%	-5.5%	3.7%	14.9%	9.2%	1.0%	43.7

# Ordered by the number under WRN helicase inh (descending): 3 from the list above.
Compound	WRN helicase inh
Oc1[nH]c2ccccc2c1N=Nc1cccc(Cl)c1	-2.2%
CCC(C)NC(=O)c1nn(C)c(=O)c2ccccc12 (centres undefined)	-4.9%
COc1cc(/C=N/n2c(-c3cc(C)[nH]n3)n[nH]c2=S)cc(OC)c1O	-10.2%

# The list goes on.
# Order of results: SW480 rerep	ATXN2 expr inh	WRN helicase inh	MCF10A rereplic	KB-V1 MDR tox	HT1080 IDH1KD tx	HT1080NT lethal	KB-3-1 cytotox	IL1B secr inh
- Cc1ccc2c(c1)N(C(=O)CCC(=O)N1CCN(c3cccc(C)c3C)CC1)CCO2
  9.8%	?	1.9%	9.7%	-5.9%	-28.9%	?	?	-8.2
- O=C(OCc1ccccc1)c1ccc2c(c1)-c1ccccc1C2=O
  1.4%	96.2%[activator]	-8.7%	?	-4.1%	16.8%	25.0%	9.5%	-4.3
- COc1ccc(NC(=S)NNC(=O)c2nnn(-c3ccccc3)c2C)cc1
  4.11µM*	0.4%	-2.1%	-66.4%[inhibitor]	18.4µM*	8.5%	0.3%	19.5%	-16.5
- CCOc1ccccc1NC(=O)c1cc(CC(C)C)oc1C
  3.1%	-16.6%	2.6%	?	-7.4%	6.0%	7.5%	5.3%	22.3
- Cc1ccc(NC(=O)Cn2nc(C(=O)Nc3ccc(C)cc3)ccc2=O)cc1
  -6.1%	/	-0.9%	-5.0%	8.8%	8.0%	9.1%	4.5%	7.3
- CCOC(=O)CSc1nnc(-c2ccco2)n1C
  -0.7%	1.5%	-0.6%	-1.5%	18.4%	9.3%	-1.4%	11.5%	9.4
- CCCC(c1nnnn1Cc1ccco1)N1CCC(C(N)=O)CC1 (centres undefined)
  4.1%	1.0%	-11.9%	19.2%	2.9%	-0.8%	-1.2%	-1.5%	9.7
- O=C1CC(NS(=O)(=O)c2ccc([N+](=O)[O-])cc2)CN1c1cccc(F)c1 (centres undefined)
  -2.7%	-8.1%	-17.1%	6.7%	-22.6%	-7.8%	-10.4%	9.9%	1.5
- CC(C)N(Cc1ccccc1)C(=S)NCc1ccccc1
  -59.3%[inhibitor]	11.3%	-8.1%	-1.3%[9.22 µM]	?	2.6%	-5.4%	-5.5%	-11.3
- Cc1cccc(N(CC(=O)NCc2ccc3c(c2)OCO3)C(=O)CCC(=O)Nc2ccccn2)c1C
  0.1%	?	7.5%	9.8%	-17.0%	-6.2%	-11.5%	-27.3%	-21.5
- O=C(Nc1nc2c(F)cccc2s1)c1ccc([N+](=O)[O-])o1
  ?	-13.5%	3.2%	?	13.2%	-6.6%	1.4%	-18.4%	-12.2
- O=C(NC(=O)c1ccccc1)Nc1cccc(S(=O)(=O)N2CCCCC2)c1
  1.7%	/	0.6%	17.6%	-7.1%	3.6%	5.6%	1.8%	19.3
- COc1cc(-c2ccc(N3C(c4ccsc4)=Cc4ccccc4C3CC(C)=O)cc2)cc(OC)c1OC (centres undefined)
  /	6.5%	0.7%	/	-9.7%	12.2%	0.3%	-5.1%	0.0
- COc1ccc(NC(=S)N2CCC(C(=O)c3ccc(F)cc3)CC2)cc1
  12.6%	/	3.6%	0.1%	-21.5%	-12.6%	-4.4%	-2.4%	-11.5
- O=C(COc1ccccc1)NNC(=O)COc1ccc([N+](=O)[O-])cc1
  -14.6%	-15.2%[11.3 µM]	-35.0%[57.1 µM]	1.5%	1.5%	-0.7%	6.0%	-0.9%	25.9

# Assay outcomes as filed in PubChem BioAssay.
